12-LOX inh: inhibitors of human 12S-lipoxygenase ALOX12; P18054; purified 12hLO, xylenol orange hydroperoxide absorbance; Potency, µM (top dose mostly 108 µM), without a hit: at the top dose activity change, negative = inhibition, most hits filed as inhibitors; hit rate 1.1% among 580,000; AID 1671190; active means well fitted inhibition curve with a large enough effect; inconclusive means small, poorly fitted or top-dose-only effect, or another doubt; inactive means no such curve, though single readings can be large or run the other way
Target sequence (P18054 whole entry, looked up): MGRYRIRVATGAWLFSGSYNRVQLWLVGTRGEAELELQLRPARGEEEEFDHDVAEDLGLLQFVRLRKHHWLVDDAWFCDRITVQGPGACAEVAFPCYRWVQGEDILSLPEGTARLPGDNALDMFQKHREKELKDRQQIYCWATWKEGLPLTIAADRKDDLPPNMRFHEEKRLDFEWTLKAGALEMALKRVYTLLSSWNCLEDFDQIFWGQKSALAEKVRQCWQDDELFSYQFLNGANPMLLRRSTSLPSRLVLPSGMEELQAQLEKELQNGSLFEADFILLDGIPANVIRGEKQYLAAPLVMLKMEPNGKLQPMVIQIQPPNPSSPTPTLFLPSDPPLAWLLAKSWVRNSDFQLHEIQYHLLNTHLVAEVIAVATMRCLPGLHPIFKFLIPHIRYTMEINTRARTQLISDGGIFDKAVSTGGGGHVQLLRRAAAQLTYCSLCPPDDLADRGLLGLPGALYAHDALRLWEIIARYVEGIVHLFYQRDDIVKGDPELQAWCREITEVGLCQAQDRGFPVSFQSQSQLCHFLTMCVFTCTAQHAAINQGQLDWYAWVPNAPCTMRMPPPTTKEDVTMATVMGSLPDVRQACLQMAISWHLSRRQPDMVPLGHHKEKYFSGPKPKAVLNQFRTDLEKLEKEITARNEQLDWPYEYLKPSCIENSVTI
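Purified human 12hLO at 150 nM in 25 mM Hepes, 0.01% Triton X-100, pH 7.0, preincubated 15 min at room temperature with compound. Reaction started with 40 uM arachidonic acid, 30 min at room temperature. Hydroperoxide measured by Fe-xylenol orange, 573/405 nm absorbance ratio.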
* = called active by the depositor; u = inconclusive; [ ] = remark or other dose. On the % scale 0 is the no-effect control and ±100 the full control effect; potency means the concentration at half of the fitted maximal effect.

SMILES	12-LOX inh
CNC(C)c1cccs1 (stereo not drawn)	-22%
Cc1cc(C[C@@H]2COC[C@@H]2NC(=O)c2cnn3cc(CCO)cnc23)on1	8%
CN1CCN(C(=O)CCc2nc(C3CCCN3C(=O)NCCc3ccccc3)no2)CC1 (stereo not drawn)	-5%
O=C(NCc1ccc(F)cc1)c1nc(-c2ccccc2)c2ccccn12	4%
Cc1ccnc(SCc2nc3cc(NC(=O)c4cccc(Br)c4)ccc3n2C)n1	6%
COc1ccc(CN2CC3(CCN(C(=O)Cn4c(=O)oc5ccccc54)CC3)C2=O)cc1	34%[activator]
O=C1OCC2(CCN([S+](=O)([O-])c3ccccc3)C2)N1CCN1CCOCC1 (stereo not drawn)	5%[176 µM]
CCN(C(=O)C(=O)c1c(C)n(C)c2ccccc12)c1ccccc1	u
COc1ccc(-c2noc([C@@H](C)NCC3CCCCC3)c2C(=O)O)cc1	u
Cc1ccc(-c2ccc3nnc(CNC(=O)c4ccc(F)cc4)n3n2)cc1	2%
O=C(N1CCC(c2nc(C3CCOCC3)no2)C1)C1(c2ccccc2)CC1 (stereo not drawn)	u
COc1ccc(Cl)cc1C(=O)N1CCCN(c2cc(-c3ccc(C)c(C)c3)[nH]n2)CC1	3%
COc1ccc(NC(=O)c2ccc3c(c2)N(C)C2CCCCCN2C3=O)cc1F (stereo not drawn)	-22%
Cc1cnc(C(=O)N2CCC3(CC2)CC(OCC2CC2)CCO3)cn1 (stereo not drawn)	7%
Cc1cc(N2CCCCCC2)n2nc(-c3ccccc3)c(C)c2n1	15%
O=C(c1cc(F)ccc1F)N1CC(c2nc(CCc3ccccc3)no2)C1	8%
O=C(Nc1ccc2c3c(cccc13)CC2)c1ccc(F)cc1	u
Cc1occc1C(=O)N1CCC2(CC1)N=C(CC(C)C)NC2=O	23%
COc1cc(OC)c(NC(=O)Cn2nc(-c3cc(C)ccc3C)ccc2=O)cc1Cl	-54%
CSc1nnc(-c2ccccc2NC(=O)c2ccc(C)c(S(=O)(=O)N3CCCCCC3)c2)o1	3%
CC(=O)Nc1ccc(S(=O)(=O)N2C[C@@H]3C[C@H](C2)c2ccc(-c4ccc(OC(F)(F)F)cc4)c(=O)n2C3)cc1	3%
O=C(c1cccs1)N1CC(c2noc(C3CCCN3CC3CC3)n2)C1 (stereo not drawn)	13%
COc1cccc(NC(=O)NC[C@H]2O[C@@H](CO)[C@@H](O)[C@H]2N(C)CCc2ccccc2)c1	u
CCCCn1c(=O)[nH]c(=O)c2c1ncn2CCC(C)C	-2%
COc1cccc(CNS(=O)(=O)c2ccccc2Br)c1	0%
CN(C)[C@@H]1CN(C(=O)c2ccc(C#N)cc2)CC[C@]1(O)c1ccccc1	41%[activator]
Cc1cccc(S(=O)(=O)N2[C@@H]3CC[C@H]2CC(NC(=O)c2ccncc2)C3)c1 (stereo partly drawn)	23%
COC(=O)C(c1ccccc1)(c1cn(-c2ccccc2)c2ccccc12)C(Nc1ccccc1)c1ccccc1 (stereo not drawn)	-9%
COc1ccc2oc(-c3ccccc3)c(C(=O)Nc3ccc(N(C)C(C)=O)cc3)c2c1	32%[activator]
O=S(=O)(N[C@@H]1CCOC[C@H]1O)c1ccc(Oc2ccccc2)cc1	-6%
Cc1ccc(SCC(=O)NC2(C#N)CCCC2)nc1	u
COc1cccc(-c2nnnn2[C@H]2CO[C@H]3[C@@H]2OC[C@@H]3NS(=O)(=O)c2ccccc2C#N)c1	12%
CCOc1ccc(OC(=O)c2ccc3c(c2)NC(=O)CS3)cc1	4%
CCN(CC)Cc1nc(C2(O)CCN(Cc3ccc(F)cc3)CC2)cs1	-7%[176 µM]
COc1ccccc1CNC(=O)C[C@@H]1CCNC[C@@H]1Cc1cc(CSc2ccccc2)on1	-3%
O=C(Nc1ccc2c(c1)OCCO2)C(=O)c1c[nH]c2cc(F)ccc12	-16%
CN1C[C@@H](N)C[C@H]1c1nc(-c2ccc3c(c2)OCO3)no1	53%[activator][176 µM]
CN(Cc1ccccc1OC(F)(F)F)Cc1cccn1C	2%[176 µM]
COc1ccc(C2C(C(C)=O)=C(C)Oc3ncn4nc(-c5cccnc5)nc4c32)cc1 (stereo not drawn)	-16%
O=C(c1ccoc1)N1CCC(CCOc2ccc(F)cc2)C1 (stereo not drawn)	6%
COc1ccc(CC2CCOC3(CCN(C(=O)CC(C)C)CC3)C2)cc1 (stereo not drawn)	42%[activator]
CCN(Cc1cnn(CC)c1)C(=O)c1ccc(N2CC3CC(C2)[C@H]2CCCC(=O)N2C3)nc1 (stereo partly drawn)	4%
CN(C)CCNC(=O)CNc1nc(Cl)nc2nc[nH]c12	-7%
O=[S+]([O-])(c1ccccc1)c1nnn2c1nc(N1CCC(F)CC1)c1ccccc12	2%[6.33 µM]
Cc1ccc(-c2cc(C(=O)O)n(C)c2)cc1	29%
COc1ccc(C(=O)N[C@@H]2C=C[C@@H](c3c(C)nn(-c4ccc(C(F)(F)F)cc4)c3C)C2)cc1	8%
O=C1NC(=NC2CCCCC2)C2(CCN(Cc3ccsc3)CC2)N1c1cc(F)cc(F)c1	2%[6.33 µM]
C#CCNC(=O)NC(CC)c1ccc(C)cc1 (stereo not drawn)	u

Part of the list above, with the structure last.
12-LOX inh | structure
32%[activator] | COc1ccc2oc(-c3ccccc3)c(C(=O)Nc3ccc(N(C)C(C)=O)cc3)c2c1
-6% | O=S(=O)(N[C@@H]1CCOC[C@H]1O)c1ccc(Oc2ccccc2)cc1
u | Cc1ccc(SCC(=O)NC2(C#N)CCCC2)nc1
12% | COc1cccc(-c2nnnn2[C@H]2CO[C@H]3[C@@H]2OC[C@@H]3NS(=O)(=O)c2ccccc2C#N)c1
4% | CCOc1ccc(OC(=O)c2ccc3c(c2)NC(=O)CS3)cc1
-7%[176 µM] | CCN(CC)Cc1nc(C2(O)CCN(Cc3ccc(F)cc3)CC2)cs1
-3% | COc1ccccc1CNC(=O)C[C@@H]1CCNC[C@@H]1Cc1cc(CSc2ccccc2)on1
-16% | O=C(Nc1ccc2c(c1)OCCO2)C(=O)c1c[nH]c2cc(F)ccc12
53%[activator][176 µM] | CN1C[C@@H](N)C[C@H]1c1nc(-c2ccc3c(c2)OCO3)no1
2%[176 µM] | CN(Cc1ccccc1OC(F)(F)F)Cc1cccn1C
-16% | COc1ccc(C2C(C(C)=O)=C(C)Oc3ncn4nc(-c5cccnc5)nc4c32)cc1 (stereo not drawn)
6% | O=C(c1ccoc1)N1CCC(CCOc2ccc(F)cc2)C1 (stereo not drawn)
42%[activator] | COc1ccc(CC2CCOC3(CCN(C(=O)CC(C)C)CC3)C2)cc1 (stereo not drawn)
4% | CCN(Cc1cnn(CC)c1)C(=O)c1ccc(N2CC3CC(C2)[C@H]2CCCC(=O)N2C3)nc1 (stereo partly drawn)
-7% | CN(C)CCNC(=O)CNc1nc(Cl)nc2nc[nH]c12
2%[6.33 µM] | O=[S+]([O-])(c1ccccc1)c1nnn2c1nc(N1CCC(F)CC1)c1ccccc12
29% | Cc1ccc(-c2cc(C(=O)O)n(C)c2)cc1

Remaining list, next part:
SMILES	12-LOX inh
COCCN1CCCN(C(=O)NCCc2ccccc2)c2ccccc21	17%
COc1cc(OC)c(C2=CCN(S(=O)(=O)N3CCCC(C)C3)CC2)c(OC)c1 (stereo not drawn)	u
Cc1cccc(C(=O)N2CCN(c3oc(-c4ccco4)nc3C#N)CC2)c1	-58%
CCOc1c(Cl)cc(/C=C(/C#N)c2nc3ccc(C)cc3[nH]2)cc1Cl	4%
COc1ccc(CN2CCc3nn(CC(C)C)c(=O)n3CC2)cc1Cn1ccnc1	39%[activator]
COc1cccc(CNC(=O)NNc2nc(C)cc(=O)[nH]2)c1	-2%
CC(C)(C)NC(=O)c1ccccc1-c1ccccc1C(=O)NC(C)(C)C	11%
O=C(NCc1cccnc1)[C@@H]1C[C@@H](c2ccc(F)cc2)N(Cc2ccccc2)C1	u
COc1ccc(C2(C(N)=O)CCCC2)cc1	29%
CC(C)N(C(=O)COc1ncnc2ccccc12)c1ccccc1	29%
Cc1ccsc1C=Nc1ccc(-c2ccc(N=Cc3sccc3C)cc2)cc1	-16%
O=C(Nc1ccc([C@H]2OCC(=O)N(C3CCOCC3)[C@@H]2CO)cc1)C1CCOCC1	2%[176 µM]
COc1nn(C)c2nc(C)c(CCC(=O)NC(C)C)c(C)c12	21%
Cc1ccc(C2NC(=O)N(CC(=O)Nc3ccc(C(C)C)cc3)C3=C2C(=O)OC3)cc1 (stereo not drawn)	u
O=C(CN1CCC(c2ccccc2)CC1)N[C@H](c1ccccn1)C1CC(O)C1 (stereo partly drawn)	106%[activator]
CCOC(=O)CNC(=O)CCc1conc1-c1ccc(OC)cc1	16%
c1ccc2c(c1)[nH]c1c(C3=NCCC3)nccc12	22%
Cc1ccc(S(=O)(=O)NC[C@H]2O[C@@H](CC(=O)NCCN3CCOCC3)[C@H](O)[C@@H]2O)cc1	-64%
COc1ccccc1CCNCc1cc2cccc(C)c2nc1-c1cccs1	13%
Cc1cnc(C(=O)N2CCCC(Cc3noc(-c4cnccn4)n3)C2)cn1 (stereo not drawn)	22%
CC(C)c1ccc(/C=N/NC(=O)C2CCCCC2)cc1	5%
CCOC(=O)c1ccc(-c2ccc(/C=C(\C#N)C(=O)N3CCOCC3)o2)cc1	-3%
CCOC(=O)c1cnc2ccc(OC)cc2c1Nc1cccc(C(=O)O)c1	u
CC(C)CNC(=O)C(C)(C)n1cc(NC(=O)COCc2ccccc2)cn1	-2%
CC(NC(=O)c1cc(C2CC2)nc2ccccc12)C1CC1 (stereo not drawn)	u
Cc1ccccc1COC(=O)/C=C/c1ccc2ccccc2n1	-17%
CCCN(CC1CCOC1)S(=O)(=O)c1ccccc1Br (stereo not drawn)	39%[activator]
CCc1ccc(-c2nc(C)c(C(=O)Nc3ccc4[nH]c(=O)[nH]c4c3)s2)cc1	u
CCCN1CCc2[nH]cnc2C12CCN(C(=O)Cn1cc(C)c(=O)[nH]c1=O)CC2	-13%
COc1cc(S(=O)(=O)N2CCC(C(N)=O)CC2)c(C)cc1Br	29%
O=S1(=O)CCC(S(=O)(=O)NC2CCCC2)C1 (stereo not drawn)	9%
CCOCc1nc(C2CCCN2S(=O)(=O)c2cn(C)cn2)no1 (stereo not drawn)	7%
O=C(c1cnco1)N1CC(F)(F)C[C@H]1c1nc(-c2ccncc2)no1	u
N#Cc1cccc(-c2cn3c(n2)N(C(=O)c2ccncc2)CCC3)c1	49%[activator]
CC(c1cc2ccccc2o1)N(C)Cc1nc(-c2ccc(F)cc2)no1 (stereo not drawn)	-1%
CN(C)c1cccc(Oc2nnnn2[C@H]2CO[C@H]3[C@@H]2OC[C@@H]3NC(=O)CC2(CC(=O)O)CCCC2)c1	-1%
Cc1ccc(-c2nnc([C@H]3CCN(Cc4cccc(C#N)c4)C3)o2)cc1	69%[activator][176 µM]
COc1ccc(C(=O)NCCc2noc(-c3cccnc3)n2)cn1	10%
CCC(C)(C)NC(=O)C(C)Sc1ccc(O)cc1 (stereo not drawn)	-27%
CNC(=O)[C@@H](CC(C)C)N1CCC[C@H]1C(=O)N1CCN(C(C)=O)CC1	10%[176 µM]
Cc1ccc(NC(=O)c2cc3c(cc2C)OCCCO3)c(C)c1	2%
Nc1nc2c(ncn2[C@@H]2O[C@H](C(=O)NCCCN3CCCC3=O)[C@@H](O)[C@H]2O)c(=O)[nH]1	14%
CCOc1ccccc1C(=O)N1CC(c2nnc(-c3ccncc3)o2)C2(CCOCC2)C1 (stereo not drawn)	17%
Clc1ccc(-c2ccc(CNc3ncn[nH]3)o2)cc1	-12%
O=C(CSCc1ccccc1)c1ccc[nH]1	u
CC(C)CNC(=O)NC1=C(C#N)C(C)(C)Cc2ccccc21	17%
COc1cc(OC)c(NC(=O)NC(C(=O)N2CCc3ccccc32)c2ccccc2)cc1Cl (stereo not drawn)	-6%
O=[N+]([O-])c1cccc2nc(/C=C/c3cccc(F)c3)ccc12	-52%
CCc1c(C)nc2ncnn2c1Sc1ccccc1NC(=O)c1ccc2c(c1)OCO2	u
CCOc1cc(C(=O)N2N=C(C)CC2(O)C(F)(F)F)cc(OCC)c1OCC (stereo not drawn)	69%[activator]
CC1CCCN(S(=O)(=O)N(C)Cc2ccc3c(c2)OCCO3)C1 (stereo not drawn)	10%
Cn1c(=O)ccn(CC(=O)Nc2nc(C3CC3)cs2)c1=O	27%
CNc1nc2c(s1)C(c1ccc(F)c(F)c1)CC(=O)N2 (stereo not drawn)	-25%
CS(=O)(=O)N1Cc2ccccc2CC2(CCCCN2Cc2cccnc2)C1 (stereo not drawn)	-6%[6.33 µM]
CN1CCc2c([nH]c3ccccc23)C12CCN(C(=O)c1cccs1)CC2	29%
CCCc1ccc(C(C)NC(=O)C2CC2C)cc1 (stereo not drawn)	19%
COc1cccc(CN(Cc2ccco2)c2cnc(S(C)(=O)=O)nc2C(=O)Nc2ccccc2)c1	31%
CCCC(c1cccs1)n1cc(-c2cncnc2)nn1 (stereo not drawn)	4%
Cc1n[nH]c(C)c1S(=O)(=O)Nc1ncn(Cc2ccc(Cl)c(Cl)c2)n1	-5%
CCOC(=O)CNC(=O)NCC(=O)N1CCc2ccccc21	-13%
Additional records follow:
SMILES	12-LOX inh
Cc1ccc(C)c(C(C)NC(=O)c2cc3ccccc3oc2=O)c1 (stereo not drawn)	u
CCc1cc2c(cc1C1(C)OCCO1)C(C)(C)CCC2(C)C	8%
COc1ccc(C(=O)N2CCCN(C)c3ccccc32)c(C)c1	-16%
O=C(CCC1CCN(S(=O)(=O)c2ccccc2)CC1)NCc1cccc(F)c1	-9%
CCn1nccc1C(=O)N1CCCC(c2noc(COC)n2)C1 (stereo not drawn)	38%
CC1(C(=O)NCc2cccc(F)c2)COCc2cnc(Nc3ccccc3)nc21 (stereo not drawn)	-16%[176 µM]

Screening data (PubChem)

This is a subset. The share of hits here may be higher or lower than overall.
